L3MBTL1 inh: L3MBTL1 (human) inhibition; Q9Y468; AlphaScreen L3MBTL1–H3K9me1 peptide binding; Potency, µM (series often up to 57.1 µM), for inactives: at the top dose activity, negative = inhibition, usual class: inhibitors; actives 0.66% (n = 230,000); AID 485360; active = well fitted inhibition curve with a large enough effect; inconclusive = small, poorly fitted or top-dose-only effect; inactive = no such curve, though single readings can be large or run the other way; also: nearly all actives have a fitted effect of over 60% in size
Target sequence (Q9Y468 whole entry, looked up): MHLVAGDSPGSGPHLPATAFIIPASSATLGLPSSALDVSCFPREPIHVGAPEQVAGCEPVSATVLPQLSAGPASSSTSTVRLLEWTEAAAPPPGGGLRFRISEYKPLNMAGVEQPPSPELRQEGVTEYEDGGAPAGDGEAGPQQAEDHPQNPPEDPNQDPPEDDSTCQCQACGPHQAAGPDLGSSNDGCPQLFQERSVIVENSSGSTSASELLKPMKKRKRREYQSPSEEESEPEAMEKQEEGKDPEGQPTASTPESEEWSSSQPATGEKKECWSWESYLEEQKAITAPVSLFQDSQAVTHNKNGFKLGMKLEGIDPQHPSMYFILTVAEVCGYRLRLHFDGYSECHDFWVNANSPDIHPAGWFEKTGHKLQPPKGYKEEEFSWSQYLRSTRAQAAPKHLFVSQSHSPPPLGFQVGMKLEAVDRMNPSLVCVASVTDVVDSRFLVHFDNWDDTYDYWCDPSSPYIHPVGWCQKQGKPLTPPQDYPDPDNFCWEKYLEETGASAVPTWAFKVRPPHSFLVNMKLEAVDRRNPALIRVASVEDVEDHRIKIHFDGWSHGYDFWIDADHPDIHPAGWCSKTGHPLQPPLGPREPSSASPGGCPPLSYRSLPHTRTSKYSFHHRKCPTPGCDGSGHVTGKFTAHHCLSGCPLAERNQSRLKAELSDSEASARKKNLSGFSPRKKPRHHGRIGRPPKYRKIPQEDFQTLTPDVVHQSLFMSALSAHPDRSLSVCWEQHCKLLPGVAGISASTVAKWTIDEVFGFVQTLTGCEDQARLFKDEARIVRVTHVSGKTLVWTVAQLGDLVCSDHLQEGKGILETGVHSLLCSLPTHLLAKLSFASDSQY
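Displacement of a biotinylated histone H3(1-15) peptide monomethylated at Lys9 (75 nM) from L3MBTL1 (50 nM) was measured by AlphaScreen after a 30 min room-temperature compound incubation; cefsulodin titration served as intraplate control.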
Starred values were filed as active, the others as inactive; ? = inconclusive; [ ] = remark or other dose. % is scaled to controls: 0 for no effect and ±100 for the full control effect; potency is read from the fitted curve at half-maximal effect.

SMILES | L3MBTL1 inh
C[C@H]1CN([C@@H](C)CO)C(=O)Cc2cc(NS(=O)(=O)c3cccs3)ccc2O[C@H]1CN(C)S(=O)(=O)c1cn(C)cn1 | 2%
Cc1nn(-c2ccccc2)c(C)c1C(=O)OC(C)C(=O)NC1CCCCC1 (stereo unspecified) | 7%
CCOc1ccc(C(=O)COC(=O)Cc2n[nH]c(=O)c3ccccc23)cc1 | -7%
NCCCCC(N)c1cn([C@@H](CCC(=O)O)C(=O)N2CCNCC2)nn1 (stereo partly specified) | -1%
CC(=O)c1ccc(NC(=O)C(C)OC(=O)C2CCN(c3ccc(C(F)(F)F)cn3)CC2)cc1 (stereo unspecified) | 13%
CS(=O)(=O)Nc1ccccc1C(=O)OCC(=O)N1CCC(c2ccccc2)=N1 | -5%
Cc1ccc(C(=O)N(CCC2=CCCCC2)c2c(N)n(Cc3ccccc3)c(=O)[nH]c2=O)o1 | -1%
Cc1nnc(SCC(=O)N2CCN(C(=O)c3ccco3)CC2)n1C | 7%
O=C(OCC(=O)N1CCN(c2ccccc2)CC1)c1nc(Cl)ccc1Cl | -4%
Cc1ccc(NC(=O)CSc2nc(=O)n(Cc3ccncc3)c3c2CCC3)c(C)c1 | 2%
CC1CCN(C(=O)c2[nH]cnc2C(=O)Nc2ccccc2)CC1 | 5%
Nc1nc(COC(=O)C2CC(=O)N(CCc3ccccc3)C2)nc(Nc2ccccc2)n1 (stereo unspecified) | -3%
CCC1(c2ccc(F)cc2)NC(=O)N(CC(=O)N2CCN(C(=O)c3ccco3)CC2)C1=O (stereo unspecified) | 5%
COc1ccc2oc(C(=O)OCC(=O)Nc3ccc(N4CCOCC4)cc3)c(C)c2c1 | -5%
CCCn1c(SCC(=O)Nc2ccc(F)c(Cl)c2)nc(O)cc1=O | -2%
CCC(C)[C@@H](CN)NCC1(c2ccccc2)CC1 (stereo partly specified) | -5%
CCOC(=O)C1CCN(C(=O)COC(=O)c2cc(-c3cccs3)nn2-c2ccccc2)CC1 | -1%
NC(=O)N(N)c1nc(N2CCCC2)nc(N2CCCC2)n1 | 3%
COc1ccc(NS(=O)(=O)c2cccc(C(=O)NCc3ccco3)c2)cc1 | -8%
NS(=O)(=O)c1ccc(CCNC(=O)COC(=O)c2cc([N+](=O)[O-])ccc2N2CCOCC2)cc1 | 11%
Cc1ccc(N2CCN(C(=S)Nc3ccc(Cl)cc3)CC2)cc1 | 16%
CCc1cccc(NC(=O)COC(=O)/C=C/c2cccs2)c1 | 10%
COc1ccc(CCNC(=O)COC(=O)c2cc(Cl)nc(Cl)c2)cc1 | 3%
COCCN(C(=O)CCCc1nc2ccccc2s1)c1c(N)n(CC(C)C)c(=O)[nH]c1=O | -2%
CC(C)=CC1C(C(=O)Nc2ccc(S(=O)(=O)N3CCOCC3)cc2)C1(C)C (stereo unspecified) | -5%
CN(CC(=O)Nc1ccccc1Cl)C(=O)c1ccc(N2C(=O)CCC2=O)cc1 | 2%
NC(=O)c1ccc[n+]([C@H]2O[C@@H](COP(=O)([O-])OP(=O)(O)OC[C@H]3O[C@@H](n4cnc5c(N)ncnc54)[C@H](O)[C@@H]3O)[C@H](O)[C@@H]2O)c1 | -94%
NS(=O)(=O)c1ccc(CCNC(=O)CN2C(=O)NC(c3ccccc3)(c3ccccc3)C2=O)cc1 | 0%
Cc1ccc(C)c(N2N=C(C(=O)Nc3ccc(N4CCOCC4)cc3)CCC2=O)c1 | -2%
CCOC(=O)C1=CN(Cc2ccco2)S(=O)(=O)N(C)C1CC (stereo unspecified) | ?
COc1ccc(OC)c(CC(=O)Nc2cc(S(=O)(=O)N3CCCCC3)ccc2C)c1 | -11%
CCCN(CC(=O)Nc1ccccc1C)C(=O)c1ccc(-c2ccc(C(C)=O)cc2)o1 | -2%
COc1ccc(Cl)cc1NC(=O)CN(C)C(=O)c1cc2c(s1)CCC(C)C2 (stereo unspecified) | 3%
CC1CCC2(CC1)NC(=O)N(CC(=O)NCCc1c[nH]c3ccccc13)C2=O (stereo unspecified) | -7%
CCSc1nc2cc(S(=O)(=O)N3CCOCC3)ccc2o1 | 4%
CC(C)[C@H](NC(=O)c1ccccc1F)C(=O)OCC(=O)Nc1sccc1C(N)=O | 4%
Cc1cc(F)ccc1S(=O)(=O)N1CCCCC1CCNC(=O)C(=O)NCCN1CCOCC1 (stereo unspecified) | -2%
O=C(COC(=O)/C=C/c1ccccc1)NNC(=O)c1ccccc1F | 6%
CCCCn1c(N)c(N(CCOC)C(=O)CCNC(=O)c2ccc(Cl)cc2)c(=O)[nH]c1=O | -1%
O=C(c1ccncc1)N1CCN(S(=O)(=O)c2ccccc2Br)CC1 | 3%
CC(=O)c1ccc(S(=O)(=O)NC2CC(=O)N(c3ccc4c(c3)OCCO4)C2)cc1 (stereo unspecified) | 1%
CC(OC(=O)c1ccc2c(c1)NC(=O)CS2)C(=O)c1ccc(F)cc1 (stereo unspecified) | -1%
CC(=O)Nc1cccc(NC(=O)CSc2nc(=O)n3cccc(C)c3n2)c1 | 3%
CC(=O)c1sc(NC(=O)c2cccc(N3C(=O)CCC3=O)c2)nc1-c1ccccc1 | -2%
Cc1ccc(NC(=O)c2cccc(S(=O)(=O)N(C)C3CCCCC3)c2)nc1 | 2%
COc1ccc(C(NC(=O)CN2C(=O)NC3(CCc4ccccc43)C2=O)c2ccc(OC)cc2)cc1 (stereo unspecified) | -3%
CCOc1ccc(C(=O)NCC(=O)OCC(=O)Nc2nnc(-c3ccccc3)o2)cc1 | 9%
CCOc1ccc2oc(C(=O)N(CC)CC(=O)Nc3c(F)cccc3F)c(C)c2c1 | -10%

The final four compounds of the part above open the next one:
SMILES | L3MBTL1 inh
Cc1ccc(NC(=O)c2cccc(S(=O)(=O)N(C)C3CCCCC3)c2)nc1 | 2%
COc1ccc(C(NC(=O)CN2C(=O)NC3(CCc4ccccc43)C2=O)c2ccc(OC)cc2)cc1 (stereo unspecified) | -3%
CCOc1ccc(C(=O)NCC(=O)OCC(=O)Nc2nnc(-c3ccccc3)o2)cc1 | 9%
CCOc1ccc2oc(C(=O)N(CC)CC(=O)Nc3c(F)cccc3F)c(C)c2c1 | -10%
COc1ccc(S(=O)(=O)N2CCN(CC(=O)c3[nH]c(C)c(C(C)=O)c3C)CC2)cc1OC | 5%
COc1cc(C(=O)NNC(=O)CCOc2ccccc2)cc(OC)c1OC | 5%
COc1ccccc1NS(=O)(=O)c1cccc(C(=O)N2CC(C)OC(C)C2)c1 (stereo unspecified) | 0%
CC(OC(=O)c1ccc(Cl)nc1)C(=O)Nc1ccc2c(c1)OCO2 (stereo unspecified) | -9%
COc1ccc(CC(=O)Oc2ccc(F)cc2)cc1 | 19%
C#CCN1C=C(C(=O)OCC)C(C)NS1(=O)=O (stereo unspecified) | 8%
COc1ccc(OCCCC(=O)OCC(=O)Nc2nnc(-c3ccccc3)o2)cc1 | 8%
O=C(NCC(c1ccco1)N1CCOCC1)c1ccc(C(F)(F)F)cc1 (stereo unspecified) | -2%
Cc1cc(S(=O)(=O)NCC(c2ccc(F)cc2)N2CCN(C)CC2)ccc1F (stereo unspecified) | -6%
Cc1ccc(NS(=O)(=O)c2ccc(C(=O)N3CCN(S(=O)(=O)c4ccccc4)CC3)cc2)cc1 | -3%
NS(=O)(=O)c1cccc(NC(=O)CSc2nnc(C3CC3)n2C2CC2)c1 | 3%
O=C(COc1coc(CN2CCc3ccccc32)cc1=O)N1CCCCC1 | 3%
CC(C(=O)O)N(c1ccccc1Cl)S(C)(=O)=O (stereo unspecified) | 7%
Cc1ccc(OCc2ccc(C(=O)NCC3CCCO3)cc2)cc1C (stereo unspecified) | -2%
CCOC(=O)C1=C(COC(=O)CCNS(=O)(=O)c2ccc(NC(C)=O)cc2)NC(=O)NC1C (stereo unspecified) | 7%
CC(=O)c1cccc(S(=O)(=O)NCCC(=O)NC2CCCCCC2)c1 | -2%
CCN(CC(=O)Nc1ccc(NC(C)=O)cc1)C(=O)CSCc1c(C)noc1C | 12%
CS(=O)(=O)Cc1ccc(C(=O)N2CCN(C(=O)c3cccs3)CC2)cc1 | 3%
CCc1ccccc1-n1c(SCC(=O)c2c(N)n(C3CC3)c(=O)[nH]c2=O)nnc1N1CCOCC1 | -2%
Cc1cccn2c(=O)nc(SCC(=O)N3CCN(c4ccccc4)CC3)nc12 | 0%
COc1cccc(NC(=O)Cc2csc(NC(=O)Nc3ccccc3OC)n2)c1 | -13%
O=C(/C=C/c1cccc(F)c1)OCC(=O)N1CCCc2ccccc21 | 2%
CN1CCC[C@H]1CCNC(=O)c1c(-c2ccsc2)sc2ccccc12 | 4%
CC(Sc1nnc(Nc2ccccc2F)s1)C(=O)NC1CC1 (stereo unspecified) | -1%
CCOC(=O)c1nn(-c2ccccc2C)c(=O)cc1OCC(=O)N1CCN(c2ccccc2)CC1 | 3%
Cc1csc(=O)n1CCC(=O)N(C)Cc1c(F)cccc1Cl | -2%
Cc1noc(NS(=O)(=O)c2ccc(NC(=O)c3ccc(Cl)c(S(=O)(=O)N(C)c4ccccc4)c3)cc2)c1C | -4%
CC(C)C[C@H](NC(=O)c1nc[nH]c1C(=O)NC1CCNCC1)C(=O)OC(C)(C)C | -4%
Cc1ccc2nc(SCC(=O)c3ccccc3)nc(=O)n2c1 | -17%
CCN(C(=O)CSc1nccc(=O)[nH]1)c1cccc2ccccc12 | -1%
CCCN(CC(=O)Nc1ccccc1C)C(=O)Cc1n[nH]c(=O)c2ccccc12 | 6%
COCC(=O)Nc1ccc(N2CCOCC2)c(S(=O)(=O)Nc2ccc(OC)cc2)c1 | 0%
COc1cc2cc(CCCOC(=O)CCC(=O)O)oc(=O)c2cc1OC | 4%
O=C1CC/C=C\C[C@@H](CC(=O)N(CCO)Cc2ccccc2)C(=O)N2CCC[C@H]2CO1 | 2%
COc1ccccc1C(CNC(=O)C1COc2ccccc2O1)N1CCCC1 (stereo unspecified) | ?
CC1CC(C)CN(C(=O)/C=C/c2ccc(S(=O)(=O)N3CCOCC3)cc2)C1 (stereo unspecified) | -2%
COc1ccccc1OCC(=O)Nc1ccc(N2CCOCC2)cc1N1CCOCC1 | -7%
O=C(CCc1nc(-c2ccc(Cl)cc2)no1)NCc1ccccc1CN1CCOCC1 | ?
Cc1cc(Cl)ccc1NC(=O)C1COc2ccccc2O1 (stereo unspecified) | 54%[activator]
Cc1cccc(CN2CCN(C(=O)CN(C)C(C)C(=O)Nc3ccc(C(N)=O)cc3)CC2)c1 (stereo unspecified) | -1%
CCCCCN(C(=O)CCC(=O)OCc1cccc(C)c1)c1c(N)n(CCCC)c(=O)[nH]c1=O | 0%
Cc1ccnc(NC(=O)c2ccc(S(=O)(=O)N3CCCCCC3)cc2)c1 | 8%
Cc1ccc(OCC(=O)NN=C2C3CC4CC(C3)CC2C4)cc1 | 0%
CNC(=O)[C@@H]1CCC(=O)N1 | 2%
Cc1ccc(S(=O)(=O)N2CCN(C(=O)Cn3c(=O)oc4ccccc43)CC2)c(C)c1 | 6%
Cc1cc(NC(=O)COc2ccc3ccccc3c2Br)no1 | -4%
COc1ccc(NC(=O)CN(C)C(=O)C(NC(=O)c2ccco2)C(C)C)cc1 (stereo unspecified) | -5%
OC[C@H]1O[C@H](OCc2ccccc2)[C@H](O[C@@H]2OC[C@@H](O)[C@H](O)[C@H]2O)[C@@H](O)[C@@H]1O | 3%
CCN(c1ccccc1)S(=O)(=O)c1cccc(C(=O)NCC2(N(C)C)CCCCC2)c1 | 1%
Cc1cc(C)c(S(=O)(=O)N2CCC(C(=O)OCc3c(C)noc3C)CC2)c(C)c1 | 11%
CCCCC[C@@H]1C=C(C(=O)O)[C@H](c2ccc(OC)c(OC)c2)N1S(=O)(=O)c1ccc(C)cc1 | 2%
COc1ccc(S(=O)(=O)N2CCOCC2)cc1NC(=O)c1c(-c2ccccc2)noc1C | 0%
CN(C(=O)CSc1nncn1-c1ccccc1)C1CCS(=O)(=O)C1 (stereo unspecified) | 8%
CCOC(=O)c1oc2ccccc2c1COC(=O)CNC(=O)c1ccc(C)cc1 | -7%
CCN(c1ccccc1)S(=O)(=O)c1ccc(Cl)c(NC(=O)CNC(C)c2ccccc2)c1 (stereo unspecified) | -4%
COc1cccc(CC(=O)OCC(=O)NC(C)c2ccc(F)cc2)c1 (stereo unspecified) | 4%
CC(=O)Nc1ccc(C(=O)COC(=O)C2CC2C)c(F)c1 (stereo unspecified) | -1%
CC[C@]12c3[nH]c4cc(CCC(=O)N(C)C)ccc4c3CCN1C(=O)[C@@H](CC(=O)NCCc1ccccn1)C[C@@H]2C(=O)N1CCN(C(=O)c2ccco2)CC1 | 10%
O=C(CSc1cccc(C(F)(F)F)c1)Nc1nnc(C2CC2)s1 | 2%
Cc1cccc(C)c1NC(=O)CNC(=O)C(C)N(C)CC(=O)Nc1ccc(F)cc1 (stereo unspecified) | -5%
Cc1ccc(S(=O)(=O)N2CCC(C(=O)NNC(=O)c3ccccc3O)CC2)cc1C | 4%

Fetched by structure from the entries so far (4):
SMILES | L3MBTL1 inh
O=C(CSc1cccc(C(F)(F)F)c1)Nc1nnc(C2CC2)s1 | 2%
CC[C@]12c3[nH]c4cc(CCC(=O)N(C)C)ccc4c3CCN1C(=O)[C@@H](CC(=O)NCCc1ccccn1)C[C@@H]2C(=O)N1CCN(C(=O)c2ccco2)CC1 | 10%
CCCCC[C@@H]1C=C(C(=O)O)[C@H](c2ccc(OC)c(OC)c2)N1S(=O)(=O)c1ccc(C)cc1 | 2%
CC(=O)Nc1ccc(C(=O)COC(=O)C2CC2C)c(F)c1 (stereo unspecified) | -1%

Rewritten with values ahead of the structure: 4 of the compounds above
L3MBTL1 inh	smiles
8%	CN(C(=O)CSc1nncn1-c1ccccc1)C1CCS(=O)(=O)C1 (stereo unspecified)
0%	COc1ccc(S(=O)(=O)N2CCOCC2)cc1NC(=O)c1c(-c2ccccc2)noc1C
2%	CCCCC[C@@H]1C=C(C(=O)O)[C@H](c2ccc(OC)c(OC)c2)N1S(=O)(=O)c1ccc(C)cc1
1%	CCN(c1ccccc1)S(=O)(=O)c1cccc(C(=O)NCC2(N(C)C)CCCCC2)c1

From PubChem

Some of the compounds tested; rates above refer to the full screens.
